Tb hexokinase – blocks Trypanosoma brucei hexokinase 1 activity; inhibition, % at 10 µM; hit rate 0.11% among 220,000; recombinant TbHK1, G6PDH-coupled NADH A340; AID 1430;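 active = inhibition of 50% or more in the single-dose primary screen; inactive = inhibition below 50%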
Runt-SMMHC FRET – Runt domain-CBFb-SMMHC interaction inhibition; inhibition, % at 20 µM; Cerulean-Runt/Venus-CBFb-SMMHC FRET ratio 530/480, 1 h; Q01196+Q13951; hit rate 0.74% among 220,000;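 active = mean inhibition across duplicate retests at 20 µM reaching about 50%, limit read from the data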;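 also: 0% = DMSO wells and 100% = wells with excess untagged CBFb-SMMHC; inhibitors lower the FRET ratio by blocking Runt binding to CBFb-SMMHC; some results filed as inactive read as strong as hits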
EBV gp42 inh – EBV gp42 inhibition; hit rate 0.42% among 220,000; inhibition, % (tested at 21.74 µM); Fluorescence polarization binding assay, mP read-out; in the data active = inhibition above about 50%
14-3-3 Bad inh – disrupts binding of bovine 14-3-3 zeta to phospho-Bad peptide; P63103; TR-FRET 14-3-3zeta/Dy647-pBad peptide displacement, 1 h; inhibition, % at 21.7 µM; hit rate 0.71% among 220,000;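 active = inhibition above about 70%, limit read from the data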;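 also: 0% = full 14-3-3 plus peptide FRET controls and 100% = background without 14-3-3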
Runt-CBFb FRET – Runt domain-CBFb interaction inhibition; hit rate 0.46% among 220,000; inhibition, % at 20 µM; Cerulean-Runt/Venus-CBFb FRET ratio 530/480, 1 h; Q01196+Q13951;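 active = inhibition over about 50% at 20 µM in the single-dose screen, limit read from the data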;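 also: 0% = DMSO wells and 100% = excess unlabeled CBFb competitor control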
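System: Cerulean-labeled Runt domain protein | Quantity: 100 nM of each labeled protein | Schedule: 1 h compound exposure, room temperature | Detection: Fluorescence energy transfer, 422 nm excitation, 530/480 nm emission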
Hck Nef HTS – human Hck-Nef kinase inhibition | P08631 | Recombinant Hck-YEEI plus Nef, Z-Lyte FRET kinase assay | inhibition, % at 20 µM | hit rate 0.68% among 220,000 | AID 463187;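 active = Hck-Nef kinase inhibition above about 50%, limit read from the data; inactive = inhibition below that limit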;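 also: 0% = DMSO with Hck plus Nef and 100% = Hck alone without Nef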
Target sequence (P08631 whole entry, looked up): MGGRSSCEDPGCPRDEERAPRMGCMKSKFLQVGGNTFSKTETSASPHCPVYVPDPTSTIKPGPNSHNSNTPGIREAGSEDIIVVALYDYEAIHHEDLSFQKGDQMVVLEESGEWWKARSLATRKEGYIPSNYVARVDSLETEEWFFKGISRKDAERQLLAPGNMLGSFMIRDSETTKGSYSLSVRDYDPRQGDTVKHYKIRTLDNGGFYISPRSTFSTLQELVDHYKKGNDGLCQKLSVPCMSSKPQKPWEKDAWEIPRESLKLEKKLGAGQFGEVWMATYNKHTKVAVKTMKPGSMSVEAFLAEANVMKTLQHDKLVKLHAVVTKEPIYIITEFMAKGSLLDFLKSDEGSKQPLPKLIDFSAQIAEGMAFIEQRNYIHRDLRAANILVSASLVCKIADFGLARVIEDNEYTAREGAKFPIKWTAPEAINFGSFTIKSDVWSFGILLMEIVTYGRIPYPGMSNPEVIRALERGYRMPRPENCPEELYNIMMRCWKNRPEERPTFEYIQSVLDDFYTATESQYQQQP
zVAD death inh – L929 zVAD cell death inhibition | L929 zVAD necroptosis rescue, ATP luminescence, 24 h; with zVAD 60 µM | viability rescue, % at 10 µM | hit rate 0.38% among 220,000;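 active = activation, scaled between plate controls, above about 75%, limit read from the data; inactive = activation under that limit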;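 also: 0% = zVAD with DMSO and 100% = DMSO alone without zVAD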
p47phox inh – p47phox (human) inhibition | p47phox/p22phox peptide binding, fluorescence polarization, 2 h | hit rate 0.53% among 220,000 | inhibition, % at 24.7 µM | P14598;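 active = inhibition above about 30%, limit read from the data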;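 also: 0% = p47phox with labelled peptide and 100% = labelled peptide alone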
Target sequence (P14598 whole entry, looked up): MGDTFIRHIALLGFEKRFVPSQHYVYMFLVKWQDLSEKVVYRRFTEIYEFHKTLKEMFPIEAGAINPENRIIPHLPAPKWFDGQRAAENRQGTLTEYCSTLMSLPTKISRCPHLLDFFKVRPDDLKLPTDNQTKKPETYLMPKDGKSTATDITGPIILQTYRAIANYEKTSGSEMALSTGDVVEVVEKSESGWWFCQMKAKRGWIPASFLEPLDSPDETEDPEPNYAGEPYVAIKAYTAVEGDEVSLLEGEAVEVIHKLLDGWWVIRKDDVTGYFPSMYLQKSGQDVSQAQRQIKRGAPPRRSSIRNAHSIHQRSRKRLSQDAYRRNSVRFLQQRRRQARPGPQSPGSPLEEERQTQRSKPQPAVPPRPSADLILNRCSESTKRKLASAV
Mdm2 ligase inh – blocks human Mdm2 ubiquitin ligase activity. AID 1230. hit rate 0.11% among 210,000. Q00987. cell-based MDM2 ubiquitination luciferase reporter, 2 h; 0 = plate control, 100 = twice control, blank-subtracted. signal enhancement, % at 5 µM;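 active = signal enhancement of 30% or more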;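 also: luminescence tracks abundance of the self-degrading MDM2-luciferase fusion protein; higher signal means inhibition of MDM2 E3 ligase activity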
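Timing – 2 h compound exposure at 37 °C · Assay system – mammalian cells stably expressing self-ubiquitinating, self-degrading MDM2 E3–luciferase fusion · Amount – 2000 cells seeded into each well · Measure – % luminescence enhancement versus blank-corrected plate control mean · Measured by – SteadyLite luminescence, 15 min reagent step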
The depositor's hits bear a star; / = not tested or not shown; [ ] = dose if it differs, or a comment.

SMILES	Tb hexokinase	Runt-SMMHC FRET	EBV gp42 inh	14-3-3 Bad inh	Runt-CBFb FRET	Hck Nef HTS	zVAD death inh	p47phox inh	Mdm2 ligase inh
CN/S(=N/S(=O)(=O)c1ccccc1)c1ccc(C)cc1 (configuration not stated)	4	1	-36	-8[fluorescence artefact?]	-2	-1	1.2	-11	-17
COc1ccc2nc(-c3ccccc3)[nH]c2c1	-9	-8	-1	14	0	7	-0.7	-11	-54
CCOC(=O)Cc1nnc(Nc2cc(C)ccc2C)c2ccccc12	-16	3	-3	-6	2	-7	0.4	1	-6
CC(C)(C)N(Cc1ccccc1)C(=O)c1ccc(Cl)cc1[N+](=O)[O-]	-2	2	6	-12	-2	18	-0.1	-5	-3
COc1cc2c(cc1NC(=O)c1cccc([N+](=O)[O-])c1)oc1ccccc12	-5	-10	9	43	5	3	0.1	-5	4
CC(=O)NC(C(=O)c1ccccc1)C(=O)c1ccccc1	-4	-2	-15	-9[fluorescence artefact?]	-1	7	/	-12	7
O=C(COC(=O)c1ccc(S(=O)(=O)Nc2ccccc2)cc1)NCCN1C(=O)CSC1=O	2	0	-9	-14[fluorescence artefact?]	-1	0	-0.1	-9	-18
O=C(NCc1cccs1)C1CCCN1C(=O)Nc1ccc(Cl)cc1 (configuration not stated)	-2	-3	0	-5	0	-6	1.2	-4	-8
O=C(O)c1ccc(Sc2ccccn2)c([N+](=O)[O-])c1	-3	-3	-13	-5	0	-1	1.8	-10	-17
Cc1ccc(S(=O)(=O)N/N=C2\C(=O)C3(C)CCC2C3(C)C)cc1 (configuration not stated)	1	-1	-9	0	-2	25	-0.1	-4	-6

Grouped by structure: the entries above with a halogen.
SMILES	Tb hexokinase	Runt-SMMHC FRET	EBV gp42 inh	14-3-3 Bad inh	Runt-CBFb FRET	Hck Nef HTS	zVAD death inh	p47phox inh	Mdm2 ligase inh
CC(C)(C)N(Cc1ccccc1)C(=O)c1ccc(Cl)cc1[N+](=O)[O-]	-2	2	6	-12	-2	18	-0.1	-5	-3
O=C(NCc1cccs1)C1CCCN1C(=O)Nc1ccc(Cl)cc1 (configuration not stated)	-2	-3	0	-5	0	-6	1.2	-4	-8

(further entries)
SMILES	Tb hexokinase	Runt-SMMHC FRET	EBV gp42 inh	14-3-3 Bad inh	Runt-CBFb FRET	Hck Nef HTS	zVAD death inh	p47phox inh	Mdm2 ligase inh
CCCc1nc2c(C)cc(-c3nc4ccccc4n3C)cc2n1Cc1ccc(-c2ccccc2C(=O)O)cc1	/	-4	-7	23	-2	/	/	-8	/
O=C(NC12CC3CC(CC(C3)C1)C2)N1CCN(C(=O)C2CCCO2)CC1 (configuration not stated)	6	1	-11	-17	0	3	-1.1	-7	-10
COc1cc2c3nnc(-c4ccc(F)cc4)c-3cn(Cc3ccc(C)cc3)c2cc1OC	-18	-146	-118	-8[fluorescence artefact?]	-243	-3	0.7	-4	-17
COc1nc(Nc2cccc(C(F)(F)F)c2)nc(OC)n1	4	0	-9	-5	-2	0	1.2	-5	-15
Nc1nc(Nc2cccc3ccccc23)nc(C2CCCC2=O)n1 (configuration not stated)	-5	5	-3	15[fluorescence artefact?]	-7	5	3.7	19	-10
Cc1cc(C)nc(NS(=O)(=O)c2ccc(N3C(=O)C4C5C=CC(C5)C4C3=O)cc2)n1 (configuration not stated)	-5	0	5	-10	-1	-5	0.2	-9	18
CC(C)COc1nc2ccccc2nc1C(C#N)C(=O)NC1CCCCC1 (configuration not stated)	-8	-21	-9	-17	-6	4	1.0	6	-13
CC(C)(C)c1csc(NNC(=O)c2ccc(Br)cc2)n1	3	11	-12	-10	28	-11	54	-12	-7
Cc1onc(-c2ccccc2)c1C(=O)N/N=C/c1cc(Br)c(Br)o1	-6	4	-8	-5	1	8	-0.1	-15	-6
O=C(NNC(=O)c1ccccc1-n1cccc1)c1cccc(Cl)c1	21	0	-1	6	0	1	0.3	1	-11

Looked up one by one from the entries so far, 2 records:
SMILES	Tb hexokinase	Runt-SMMHC FRET	EBV gp42 inh	14-3-3 Bad inh	Runt-CBFb FRET	Hck Nef HTS	zVAD death inh	p47phox inh	Mdm2 ligase inh
CC(C)(C)c1csc(NNC(=O)c2ccc(Br)cc2)n1	3	11	-12	-10	28	-11	54	-12	-7
O=C(NNC(=O)c1ccccc1-n1cccc1)c1cccc(Cl)c1	21	0	-1	6	0	1	0.3	1	-11

(list continues)
SMILES	Tb hexokinase	Runt-SMMHC FRET	EBV gp42 inh	14-3-3 Bad inh	Runt-CBFb FRET	Hck Nef HTS	zVAD death inh	p47phox inh	Mdm2 ligase inh
Cc1cc(C)n(C(=O)c2ccc(S(=O)(=O)N3CCOCC3)cc2)n1	-1	1	1	-3	0	-2	-0.6	1	-46
COc1ccc(-c2nc(-c3ccccc3)[nH]c(=O)c2C#N)cc1	-7	-1	-15	39	-1	6	1.6	5	-5
COc1cc2c(cc1OC)C(c1cccs1)NCC2 (configuration not stated)	2	-1	-15	3[fluorescence artefact?]	-1	3	2.0	-9	-12
COc1ccc(S(=O)(=O)NC(C)C(=O)Nc2cccc([N+](=O)[O-])c2)cc1 (configuration not stated)	19	-6	0	30	0	0	-0.1	-15	-6
COc1ccc(C2/C(=C(/O)c3ccccc3)C(=O)C(=O)N2c2ncccn2)cc1OC (configuration not stated)	-24	-5	3	25	1	-1	/	0	-6
COc1cc(C(=O)N(Cc2cc3ccccc3[nH]c2=O)CC2CCCO2)cc(OC)c1OC (configuration not stated)	-5	0	-26	-1	-1	-2	1.0	-16	/
O=c1cc[nH]c2cc(Cl)ccc12	-10	2	-14	8	-2	-1	5.5	-2	/
CCN(Cc1ccccc1)C(=O)COC(=O)CNS(=O)(=O)c1ccc(C)cc1	-2	2	-19	2[fluorescence artefact?]	2	1	0.2	-28	-10
O=C(CN(C(=O)c1ccc(Cl)cc1)C1CCCCC1)Nc1ccc(Cl)c([N+](=O)[O-])c1	30	4	-7	8	2	0	-0.2	-13	-3
CC1=C(C(=O)Nc2ccccc2)C(c2sccc2C)n2nnnc2N1 (configuration not stated)	-4	0	-16	-9[fluorescence artefact?]	0	-1	1.5	-17	1

Entries listed so far containing a nitro group on carbon, in the order listed:
SMILES	Tb hexokinase	Runt-SMMHC FRET	EBV gp42 inh	14-3-3 Bad inh	Runt-CBFb FRET	Hck Nef HTS	zVAD death inh	p47phox inh	Mdm2 ligase inh
CC(C)(C)N(Cc1ccccc1)C(=O)c1ccc(Cl)cc1[N+](=O)[O-]	-2	2	6	-12	-2	18	-0.1	-5	-3
COc1cc2c(cc1NC(=O)c1cccc([N+](=O)[O-])c1)oc1ccccc12	-5	-10	9	43	5	3	0.1	-5	4
O=C(O)c1ccc(Sc2ccccn2)c([N+](=O)[O-])c1	-3	-3	-13	-5	0	-1	1.8	-10	-17
COc1ccc(S(=O)(=O)NC(C)C(=O)Nc2cccc([N+](=O)[O-])c2)cc1 (configuration not stated)	19	-6	0	30	0	0	-0.1	-15	-6
O=C(CN(C(=O)c1ccc(Cl)cc1)C1CCCCC1)Nc1ccc(Cl)c([N+](=O)[O-])c1	30	4	-7	8	2	0	-0.2	-13	-3

The results go on:
SMILES	Tb hexokinase	Runt-SMMHC FRET	EBV gp42 inh	14-3-3 Bad inh	Runt-CBFb FRET	Hck Nef HTS	zVAD death inh	p47phox inh	Mdm2 ligase inh
COc1ccc(Cl)cc1NC(=O)C/C(C)=N/NC(=O)Cc1ccccc1	-6	2	-5	-15	-3	16	0.9	-3	0
C=CCn1c(SCCOc2ccc(OC)cc2)nnc1C(NC(=O)c1ccc(OC)cc1)C(C)C (configuration not stated)	-2	-4	-12	-13	-3	-2	0.0	-9	-17
CCCCC(=O)Nc1cccc(-c2nn3c(C)nnc3s2)c1	0	2	-5	7	-4	6	0.0	-2	-25
COc1ccccc1CC(=O)NN1C(=O)c2ccccc2C1=O	-2	6	6	24[fluorescence artefact?]	-2	-3	0.4	-2	-87
COc1ccc(N2C(=O)C3C4C=CC(C5CC45)C3C2=O)c([N+](=O)[O-])c1 (configuration not stated)	-10	-1	-7	6	/	-3	0.7	-9	-3
CCc1cc2c(=O)c(-c3cnn(-c4ccccc4)c3)coc2c(CN2CCOCC2)c1O	-10	-5	-16	/	-3	2	0.8	-42	-3
Cc1nc(NCCc2ccc(S(N)(=O)=O)cc2)c2c(C)c(C)sc2n1	-9	-1	4	-8	1	10	0.1	0	-28
O=C(N/N=C/c1ccc(N2CCOCC2)cc1)C1CC1	-39	1	-7	-6	-2	-17	3.6	-18	-3
N#CC1=C(N)OC2=C(C(=O)CCC2)C1C1C=CCCC1 (configuration not stated)	-1	2	8	7	0	1	-0.5	-1	-8
S=C(NCCCN1CCOCC1)Nc1ccc(Cl)cc1Cl	36	2	-5	-6	4	9	0.8	-3	0
CCCCC(=O)c1ccc(O)cc1O	-35	/	-18	-2	/	1	-0.3	-9	-8
CN=C1CC(SC)=C1c1ccc(C)cc1	-11	3	-18	9[fluorescence artefact?]	0	1	-0.6	-25	2
Cc1cc(C)cc(OCc2nnc(SCC(=O)Nc3ccccc3)o2)c1	8	-1	8	-7	0	11	0.0	0	-16
CCN(CCCNC(=O)CSc1cc(=O)n(C)c2cc(Cl)ccc12)Cc1ccccc1	-2	-1	1	5	-1	29	-1.3	-1	-6
O=C(Nc1ccn(-c2ccccc2)n1)c1ccc(Cl)cc1	30	-1	-10	-21[fluorescence artefact?]	1	0	2.8	-10	4
O=C(O)/C=C\C(=O)N1CCc2ccccc21	-5	4	4	-12[fluorescence artefact?]	-2	3	0.4	-2	-10
NS(=O)(=O)c1ccc(CCNC(=O)/C=C/c2ccc([N+](=O)[O-])cc2)cc1	-20	-2	10	14	0	20	1.0	-3	-8
COc1ccc(C(Nc2ccccn2)c2oc(CO)cc(=O)c2O)cc1 (configuration not stated)	-15	26	-29	4	9	-12	0.7	12	-10
O=C(Nc1ccc(SC(F)F)cc1)C12CCC(CC1)C2	-6	2	-5	10	1	0	0.7	5	-9
CC1(C)CC2CC(C)(CN2C(=O)CCCN2C(=O)c3ccccc3C2=O)C1 (configuration not stated)	-4	3	-8	-8[fluorescence artefact?]	-2	0	2.8	2	-10
CCOC(=O)c1ccc(NC(=O)CN(Cc2ccc(Cl)cc2)S(C)(=O)=O)cc1	-5	-2	3	10	-1	-2	0.3	-9	-10
N/C(=N\c1nc2c(c(=O)[nH]1)CCCC2)Nc1ccccc1	0	-1	-15	2	0	1	7.6	-11	-3
Cc1[nH]c2ccccc2c1C(=O)/C=C/c1ccccc1Cl	0	-6	5	3	1	2	0.6	-34	-8
O=C(CC1Sc2ccccc2NC1=O)Nc1cccc(C(=O)O)c1 (configuration not stated)	1	1	-17	0	2	-1	-1.2	2	-11
COc1cccc(-c2onc3ccc(C4(C)OCCO4)cc23)c1	-10	5	-6	1	2	21	10	7	-3
Cc1ccc(NC(=O)Cn2nc(C)c(S(=O)(=O)N(C)C)c2C)cc1	2	3	-12	-4	-1	-14	1.3	2	1
